# Source: PubChem (several laboratories)
# NR2E3 ag-1 = NR2E3 agonists in two-hybrid cells, primary screen, cell-based, luminescence, CHO-S, Gal4-NCOR/VP16-NR2E3; Photoreceptor-specific nuclear receptor (Homo sapiens), Q9Y5X4; AID 602229, 2012; luciferase; inhibition of corepressor binding, % at 3.98 µM; 360,000 compounds, 0.35% hits;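 active = inhibition above the mean of all tested compounds plus 3 SD, cut at about 70% in these data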;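 also: 0% = DMSO with NR2E3 transfected cells and 100% = cells lacking NR2E3 construct; higher means lower luciferase signal from less NR2E3 corepressor binding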
# Target sequence (Q9Y5X4 whole entry, looked up, the tested form may be a part): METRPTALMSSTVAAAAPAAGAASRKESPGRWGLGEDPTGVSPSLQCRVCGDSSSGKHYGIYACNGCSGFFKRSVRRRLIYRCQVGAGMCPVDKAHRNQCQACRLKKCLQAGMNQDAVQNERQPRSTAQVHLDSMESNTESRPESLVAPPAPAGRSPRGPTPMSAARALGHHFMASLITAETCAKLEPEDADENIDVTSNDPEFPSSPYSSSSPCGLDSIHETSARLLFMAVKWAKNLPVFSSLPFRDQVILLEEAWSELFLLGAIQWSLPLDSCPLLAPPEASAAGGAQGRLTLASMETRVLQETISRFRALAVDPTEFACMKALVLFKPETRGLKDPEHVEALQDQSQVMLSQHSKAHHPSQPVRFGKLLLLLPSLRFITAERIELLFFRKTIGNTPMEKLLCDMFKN
# Shn3 3UTR inh = reduction of Shn3 3'UTR firefly luciferase signal, primary screen, Schnurri-3 inhibitor project, cell-based, Clone20 osteoblasts, set 2; Clone20 osteoblast Shn3 3'UTR firefly luciferase, 24 h; inhibition, % at 12.5 µM; 360,000 compounds, 0.52% hits;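 active = mean inhibition of at least 75% with every replicate also reaching 75%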;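 also: 0% = median of neutral control wells and 100% = pilot-screen positive control compound; some compounds past the cut are filed as inactive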
# KKLEB cytotox = cytotoxicity in KKLEB CF airway cells, primary screen, cytotoxicity control for CF NF-kB inhibitor project, cell-based, uHTS, fluorescence assay plates; activity change (cytotoxicity), % at 5 µM; AID 602141, 2011; 360,000 compounds, 0.36% hits; KKLEB CF airway cells viability, ATPlite luminescence, overnight; stronger effect = lower value; cells stimulated with P. aeruginosa culture filtrate;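 active = corrected activity change at or below -50% at 5 µM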
# Peg3 promoter = Peg3 promoter-driven luciferase inhibitors, primary screen, cell-based, HeLa, luciferase luminescence; HeLa PEG-Prom luciferase reporter, overnight; inhibition, % at 20 µM; 360,000 compounds, 1.7% hits;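 active = inhibition of at least 50% at 20 µM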
# C8 TRAIL sens = viability loss with TRAIL in NB7+C8 cells, primary screen, TRAIL sensitizer project, cell-based, ATPlite luminescence | inhibition (viability loss, TRAIL sensitization), % at 10 µM | 360,000 compounds, 1% hits | AID 624354, 2012;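 active = compounds causing at least 50% loss of cell viability in the single-dose screen, relative to plate controls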
# TRPM1 prom inh = inhibitors of MITF-dependent TRPM1 promoter reporter, primary screen, cell-based, SK-MEL-5, single point, luciferase | AID 488899, 2010 | inhibition, % at 12.5 µM | SK-MEL-5 TRPM1 promoter luciferase, 24 h | 330,000 compounds, 0.83% hits;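 active = mean inhibition across replicates of 60% or more, whatever share of single replicates reaches that level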; also: values of inactives mirror those of a sister screen read the other way
# TROY signal inh = inhibitors of TROY-driven NF-kB signaling, primary screen, Q293 LMP1-TROYcd cells, NF-kB luciferase, uHTS | Q293 LMP1-TROYcd NF-kB luciferase reporter, 4 h | inhibition, % at 10 µM | 360,000 compounds, 0.98% hits;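 active = compounds whose plate-normalised and pattern-corrected inhibition of the luciferase reporter signal at the single screening dose is 50% or more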
# HIF-2a block = HIF-2a reporter inhibitors, primary screen, luminescence, 786-0 RCC cells; inhibition, % at 18.8 µM; 360,000 compounds, 0.72% hits; 786-0 RCC cells HIF-2a reporter, luciferase luminescence, overnight;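 active = inhibition of the luminescence signal of 40% or more relative to plate controls, in a single-dose primary screen at 18.75 µM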
# TWEAK-Fn14 inh = inhibitors of TWEAK-Fn14 signaling, primary screen, luciferase reporter cells, uHTS; TWEAK-stimulated Fn14 reporter cells, luciferase luminescence, 8 h; inhibition, % at 10 µM; 360,000 compounds, 2% hits; in the data active = inhibition above about 50%
# NR2E3 ag-2 = inhibitors of NR2E3-RetCOR corepressor binding, primary screen, NR2E3 agonist project, biochemical, TR-FRET, GST-NR2E3, biotin-RetCOR; Photoreceptor-specific nuclear receptor (Homo sapiens), Q9Y5X4; 1536-well; inhibition of corepressor binding, % at 4.78 µM; 320,000 compounds, 0.12% hits; AID 2300, 2010;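 active = percent inhibition above the cutoff of mean plus 3 SD of all tested compounds, set per screening campaign, cut at about 20% in these data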;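 also: 0% = DMSO wells and 100% = biotin wells as full block of FRET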
#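 Format: 1536-well format; test system: GST-NR2E3 and biotin-RetCOR proteins; read-out basis: percent inhibition of TR-FRET ratio; timing: 5 h incubation at 4 °C; detection: time-resolved FRET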
# CF NFkB block = inhibitors of PAF-induced NF-kB signaling, primary screen, cell-based, GFP fluorescence, uHTS; KKLEB NF-kB-GFP reporter, GFP fluorescence overnight; 360,000 compounds, 0.86% hits; inhibition, % at 5 µM;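 active = at least 50% inhibition at 5 µM, scaled per plate between neutral and stimulator controls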;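 also: PAF is a Pseudomonas aeruginosa culture filtrate used as stimulus; plate controls were PAF-stimulated DMSO wells for no effect and unstimulated DMSO wells for full effect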
# An asterisk follows results filed as active; nt = not tested or not shown. Not all compounds are listed, so the mix of outcomes need not match the whole.
SMILES,NR2E3 ag-1,Shn3 3UTR inh,KKLEB cytotox,Peg3 promoter,C8 TRAIL sens,TRPM1 prom inh,TROY signal inh,HIF-2a block,TWEAK-Fn14 inh,NR2E3 ag-2,CF NFkB block
CN1c2ccccc2Oc2ccccc21,0,-13,12,-5,-14,-5,0,-4,-2,-2,-10
CCOS(C)(=O)=O,-16,-11,20,4,-8,-8,-24,16,0,0,-6
O=[N+]([O-])c1ccc(N2CCNCC2)cc1N1CCCCC1,6,-8,3,19,-2,6,6,-1,-1,2,-10
COc1cccc(-n2c(O)c(C=NCc3ccc4c(c3)OCO4)c(=O)[nH]c2=O)c1,-3,-21,-17,15,11,4,5,5,11,3,5
Cc1ccc(C(=O)Nc2ccc(-n3ccnc3P(=O)(O)c3ccccc3)cc2)cc1,1,24,-26,17,-13,-10,-19,4,-8,2,-4
COc1cccc2c1N=C1CCCC3CN(C(C)=O)CCC123 (configuration not stated),-12,-11,-15,11,-8,-7,-6,11,15,nt,19
O=c1[nH]c(=O)n(-c2ccc(F)cc2)c(O)c1C=Nc1ccccc1N1CCCC1,-11,-6,5,18,-23,2,3,-1,-12,2,-2
O=[N+]([O-])c1ccc(Cl)cc1,-4,0,0,0,-6,11,18,-4,-7,0,9
CCN1CCN(C(=O)COc2ccc(S(=O)(=O)N3CCOCC3)cc2Cl)CC1,-18,2,0,6,5,-2,8,13,-1,6,6
N/C(=N\N=C/c1ccc(-c2ccc(O)c(C(=O)O)c2)o1)N[N+](=O)[O-],-51,-13,9,0,-6,5,7,15,8,5,0
COc1c(C)cc(C(=O)C2CCCN(Cc3cccc(O)c3)C2)cc1C (configuration not stated),-3,-11,2,17,-17,16,15,18,-6,1,2
N#CC(CCN1CCOCC1)(c1ccccc1)c1ccccc1,5,17,2,-8,-3,1,16,7,0,2,-2
COC(=O)C1=C(c2ccc(OC(F)(F)F)cc2)C[C@@H]2CC[C@H]1N2C(=O)NCc1cc(C)oc1C(F)(F)F,4,21,-27,12,10,10,4,7,5,2,27
Cc1ccccc1NC(=O)c1cc(-c2ccccc2)n(CCCN2CCOCC2)c1C,0,23,2,12,-23,nt,-7,9,14,3,-6
NCC(=O)c1ccccc1,-51,-42,11,-61,0,-53,-17,-112,4,nt,9

# Full records, looked up by structure. Order of values: NR2E3 ag-1 | Shn3 3UTR inh | KKLEB cytotox | Peg3 promoter | C8 TRAIL sens | TRPM1 prom inh | TROY signal inh | HIF-2a block | TWEAK-Fn14 inh | NR2E3 ag-2 | CF NFkB block
# Cc1ccccc1NC(=O)c1cc(-c2ccccc2)n(CCCN2CCOCC2)c1C as listed: 0 | 23 | 2 | 12 | -23 | nt | -7 | 9 | 14 | 3 | -6
# COc1c(C)cc(C(=O)C2CCCN(Cc3cccc(O)c3)C2)cc1C (configuration not stated) as listed: -3 | -11 | 2 | 17 | -17 | 16 | 15 | 18 | -6 | 1 | 2
# O=[N+]([O-])c1ccc(Cl)cc1 as listed: -4 | 0 | 0 | 0 | -6 | 11 | 18 | -4 | -7 | 0 | 9

# (continued)
SMILES,NR2E3 ag-1,Shn3 3UTR inh,KKLEB cytotox,Peg3 promoter,C8 TRAIL sens,TRPM1 prom inh,TROY signal inh,HIF-2a block,TWEAK-Fn14 inh,NR2E3 ag-2,CF NFkB block
CCOc1ccc2c(c1)c(C(C)=O)c(C)n2Cc1ccco1,13,15,2,11,14,12,-2,18,4,-2,6
Cc1ccc2c(c1)CNc1ccccc1O2,-8,-11,-1,-36,-10,-23,-42,-67,-7,0,1
CCC(C)N1C(=O)/C(=C/c2ccc3c(c2)CCN3CCCCl)C(=O)NC1=S (configuration not stated),0,-20,6,-3,0,10,4,24,19,-3,-14
C=CCN1C(=O)NC(=O)/C(=C/c2c(CCN(C)C(=O)c3ccccc3)cc3c(c2OC)OCO3)C1=O,16,8,12,9,9,2,-9,-24,-28,-1,0
O=C1NCCCCC1(Cl)Cl,15,4,7,4,2,9,-17,4,-1,nt,0
Nc1cc2nc3ccccc3nc2cc1N,-12,-21,4,-5,5,-11,16,-41,-11,-5,1
COC(=O)C1=CO[C@@H](C)[C@H]2CN3CC[C@]4(C(=O)Nc5ccccc54)[C@@H]3C[C@H]12,4,-3,7,22,-7,-15,1,17,20,-1,-5
O=P(NS(=O)(=O)c1ccccc1)(Oc1ccccc1)Oc1ccccc1,-6,11,11,-3,5,2,-4,3,-12,-1,-6
NC(N)=N/N=C/c1cn(-c2ccccc2)nc1-c1cccs1,-16,0,-24,106*,29,44,-35,-34,13,5,10
C=CCn1c(O)c(C(C)=Nc2ccc(N(C)C)cc2)c(=O)[nH]c1=O,-2,-15,3,5,19,-7,16,-14,12,-7,3
Cc1ccc(OCC(=O)N2CCN(Cc3cccnc3)CC2)cc1,-32,6,16,-8,-8,6,-2,-6,-3,-2,0
CCn1nc(-c2ccccc2)nc2c(=O)n(C)c(=O)nc1-2,89*,8,-16,8,-4,99*,-1,17,18,41*,3
CSc1ccc(C(=O)C2CCCN(Cc3cnc(SC)nc3)C2)cc1 (configuration not stated),4,3,-9,-1,10,6,1,-20,-27,1,3
CC(Oc1ccc(-c2ccccc2)cc1)C(=O)O (configuration not stated),-22,-15,10,10,-5,2,-17,16,-9,-2,-4
Fc1cccc(CCNCc2ccccn2)c1,-23,-15,-2,-5,0,6,-6,-2,-5,1,-6
OC[C@H]1O[C@@H](n2cnc3cc(Cl)c(Cl)cc32)[C@H](O)[C@@H]1O,-7,-3,12,-7,-10,3,24,2,27,0,20
Nc1c2c(nc3sc4c(c13)CCCC4)CCCCC2,-129,-25,-9,-249,34,-70,-3,-184,17,-1,-8
Cc1cccc(C)c1-n1nnnc1C(c1cccs1)N1CCC2(CC1)C(=O)NCN2c1ccccc1 (configuration not stated),-3,10,-20,35,9,nt,-23,-21,-29,nt,31
CCc1cc(=O)oc2cc(OCC(=O)N3C[C@H]4C[C@@H](C3)c3cccc(=O)n3C4)ccc12,-19,-8,-22,-12,16,-3,0,9,5,-2,14
COc1ccc(-c2nn(CCC#N)cc2C(=O)Nc2ccc(C(C)=O)cc2)cc1[N+](=O)[O-],-22,27,6,22,-17,1,26,4,-21,1,-9
CC(C)Cc1nnc(NC(=O)CCC(=O)N2CCC3(CC2)OCCO3)s1,6,-28,8,8,8,10,1,3,-5,-2,-31
COC(=O)C(O)(c1ccc(NC(=S)NC(=O)c2ccccc2)cc1)C(F)(F)F (configuration not stated),-5,10,15,-22,-39,-3,47,-68,13,3,6
CN(C)P(=O)(NC(=O)c1cccn1C)N(C)C,9,1,11,-3,-7,-4,-12,9,-2,5,-20
CC1(C)CC(=O)C2=C(C1)NC(=O)C21C(C(=O)OC(C)(C)C)=C(N)Oc2ccc(Br)cc21 (configuration not stated),11,-6,-5,30,15,16,14,29,18,-2,-1
c1ccc(Cn2ccnc2)cc1,-11,-18,14,-7,-4,-6,-21,12,0,4,1
COC(=O)C1=C(c2cc3ccccc3s2)C[C@@H]2CC[C@H]1N2C(=O)NC1CCCCC1,27,24,-8,1,-6,1,-7,13,24,1,6
COc1ccc(C(=O)C2CCCN(C3CSCCSC3)C2)c(C)c1 (configuration not stated),14,-1,7,18,2,-16,16,11,-5,2,-10
CN(C)c1ccc(N=Cc2c(O)n(CCC3=CCCCC3)c(=O)[nH]c2=O)cc1,13,-5,-12,11,14,7,8,18,2,2,-24
C(=NN1CCCCCC1)c1c[nH]c2ccccc12,-10,14,7,-47,-14,3,2,-4,3,nt,-9
COC(=O)C1=C(c2ccc(OC)c(OC)c2)C[C@@H]2CC[C@H]1N2C(=O)NCCOc1ccccc1,-15,-31,6,-16,-16,-16,-5,-7,-5,0,4
O=S(=O)(c1ccc(F)cc1)N1CN2CCN(C2)C1,-2,-16,8,12,-3,10,24,17,4,-1,10
CN1C(=O)C(C)(C2=CCCCC2)C(=O)NC1=S (configuration not stated),1,-6,2,93*,0,3,2,5,17,nt,-8
COc1ccc(CC(C)Nc2cccc(F)c2)cc1 (configuration not stated),-12,10,-3,-10,-14,-13,-22,-7,-23,0,-9
COc1ccc(OCC(=O)N2CCN(C/C=C/c3ccccc3)CC2)cc1,-14,7,-8,4,0,-13,-12,13,12,-2,19
COc1ccc(N2C(=O)NC(=O)/C(=C\c3ccccc3[N+](=O)[O-])C2=O)cc1,-14,-5,-2,1,0,17,-10,1,3,4,7
Nc1cnn(-c2ccccc2)c(=O)c1Cl,-26,11,-2,15,-5,-2,-4,13,-22,3,-6
CC/C(=N\NC(=O)c1ccccc1)c1c(O)n(Cc2ccccc2)c(=O)[nH]c1=O,-24,-9,-5,3,15,nt,-69,17,-8,-1,-11
COc1ccc(C(=O)N/N=C/C23CC[C@@H](O)CC2(O)CC[C@@H]2[C@@H]3CCC3(C)C(C4=CC(=O)OC4)CCC23O)cc1 (some centres not stated),11,-1,23,66*,36,41,-6,13,-12,2,-16
NP(=O)(OCCCc1ccccc1)Oc1ccc(Cl)cc1 (configuration not stated),-3,6,-8,9,-3,11,5,5,-2,2,-20
CCn1ccnc1CN1CCCC(C(=O)c2cc(F)ccc2OC)C1 (configuration not stated),9,6,-18,6,1,6,13,5,16,1,10
CCCCn1nnnc1C(CCSC)N1CCC2(CC1)C(=O)NCN2c1ccccc1 (configuration not stated),-5,7,-15,3,13,nt,0,5,0,nt,9
COc1cccc(Oc2c(C)oc3cc(OC(=O)N(C)C)ccc3c2=O)c1,-9,-12,4,11,1,1,-23,0,13,4,-22
C[C@@H]1CN([C@@H](C)CO)C(=O)CCCn2nncc2CO[C@H]1CN(C)C(=O)Oc1ccccc1,-8,7,-4,-13,7,nt,12,5,13,nt,9
O=c1[nH]c2ccccc2n1C1CCN(C(c2nnnn2C2CCCCC2)C2CC2)CC1 (configuration not stated),-16,4,3,41,2,nt,-2,-13,20,nt,-3
COc1cc2c(cc1OC)[C@H]1C(=O)c3ccc4c(c3O[C@H]1CO2)C[C@@H](C(C)(C)O)O4,31,59,10,7,5,1,35,9,24,nt,0
BrCC(Br)(Br)Br,9,17,9,4,13,12,1,-1,-6,2,-10
Cc1ncc(C(=O)O)n1C(C)c1ccccc1 (configuration not stated),12,-28,-5,-20,-3,nt,-2,9,4,nt,1
O=C1C=C2C=C[C@@H]3CC2(O1)[C@H]1CCCCN31,-25,-30,2,-4,0,25,6,19,6,-2,15
O=C1NC(=O)N(c2ccccc2)C(=O)/C1=C/c1coc2ccc(O)cc2c1=O,-33,nt,6,5,-38,-9,8,10,-1,-1,3
